CHRM5 antagonist: CHRM5 antagonism in calcium assay; P08912; CHO-hM5 cells, Fluo-8 calcium fluorescence, ACh EC80; inhibition, % at 3 µM; actives 0.59% (n = 360,000);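 active means inhibition above a per-plate cutoff, the mean of that plate's test compounds plus 3 SD, cut at about 27% in these data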;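 further: 0% = acetylcholine EC80 with DMSO and 100% = DMSO without agonist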
CHRM5 PAM: potentiates acetylcholine response at human M5 receptor | CHO-K1 hM5, Fluo-8 calcium, ACh EC20 PAM; 0% = ACh EC20, 100% = ACh EC100 | AID 624038 | activation, % at 3 µM | actives 0.3% (n = 360,000) | P08912;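 active means activation above the run cutoff, the mean activation of all test compounds plus 3 SD, cut at about 18% in these data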
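System: CHO-K1 hM5 cells. Reagent: acetylcholine, EC20 level. Compound dosing: single dose, 3 µM nominal final test concentration. Timing: Post-acetylcholine fluorescence recording 140 s. Detection: Fluo-8 calcium fluorescence. Read-out: % activation, ACh-normalized. Benchmarks: ACh EC20 and EC100 wells. Repeats: singlicate, one well per test compound.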
IDE cell inh: cellular human IDE inhibition | HEK cells, FAbetaB cleavage, fluorescence polarization | inhibition, % at 5.59 µM | actives 0.41% (n = 320,000);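 active means percent inhibition above the average of all tested compounds plus 3 SD, set per screening campaign, cut at about 16% in these data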;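 further: IDE supplied by intact live HEK cells; FP after avidin binding of uncleaved biotin substrate so inhibition keeps polarization high; 0% = DMSO wells and 100% = 60 µM reference IDE inhibitor Ii1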
Target sequence (P14735 whole entry, looked up): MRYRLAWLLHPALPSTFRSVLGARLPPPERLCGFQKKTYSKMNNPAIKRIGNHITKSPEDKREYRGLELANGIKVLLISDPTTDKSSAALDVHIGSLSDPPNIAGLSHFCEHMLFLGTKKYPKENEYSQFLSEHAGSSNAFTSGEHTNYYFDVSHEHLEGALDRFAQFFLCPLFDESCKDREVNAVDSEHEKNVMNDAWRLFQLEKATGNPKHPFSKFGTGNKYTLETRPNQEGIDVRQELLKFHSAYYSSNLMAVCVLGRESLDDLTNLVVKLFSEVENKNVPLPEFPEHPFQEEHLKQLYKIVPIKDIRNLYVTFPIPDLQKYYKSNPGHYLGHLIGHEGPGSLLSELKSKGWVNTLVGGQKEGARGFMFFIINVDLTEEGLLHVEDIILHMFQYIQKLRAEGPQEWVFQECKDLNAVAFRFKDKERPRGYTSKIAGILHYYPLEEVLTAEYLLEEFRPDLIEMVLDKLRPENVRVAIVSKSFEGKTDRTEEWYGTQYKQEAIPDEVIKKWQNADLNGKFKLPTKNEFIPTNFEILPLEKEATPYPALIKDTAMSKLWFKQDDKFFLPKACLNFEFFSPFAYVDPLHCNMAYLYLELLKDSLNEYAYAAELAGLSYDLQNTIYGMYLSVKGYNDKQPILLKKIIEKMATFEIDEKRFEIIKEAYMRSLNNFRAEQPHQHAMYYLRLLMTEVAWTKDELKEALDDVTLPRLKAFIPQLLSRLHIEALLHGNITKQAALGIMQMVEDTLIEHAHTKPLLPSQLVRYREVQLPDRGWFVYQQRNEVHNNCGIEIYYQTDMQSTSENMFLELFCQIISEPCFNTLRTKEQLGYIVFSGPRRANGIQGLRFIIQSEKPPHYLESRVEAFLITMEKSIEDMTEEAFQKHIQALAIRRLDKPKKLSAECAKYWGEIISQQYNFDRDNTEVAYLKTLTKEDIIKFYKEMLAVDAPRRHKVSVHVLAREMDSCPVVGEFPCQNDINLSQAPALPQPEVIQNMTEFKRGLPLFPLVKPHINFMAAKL
M5 ag: agonists of human muscarinic M5 receptor (CHRM5); P08912; CHO-K1 hM5 cells, Fluo-8 calcium fluorescence; 0% DMSO wells, 100% maximal acetylcholine response; activation, % at 3 µM; actives 0.19% (n = 360,000); AID 624037;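 active means activation above the run's mean over test compounds plus 3 SD, cut at about 23% in these data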;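 further: signal is peak over basal fluorescence ratio across the kinetic read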
M4 PAM: potentiates acetylcholine response at human M4 receptor; P08173; CHO-K1 hM4/Gqi5, Fluo-8 calcium fluorescence, ACh EC20; 0% = ACh EC20, 100% = maximal ACh; activation, % at 3 µM; actives 0.4% (n = 360,000); AID 624126;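 active means activation above its plate's cutoff, the mean activation of sample wells plus 3 SD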; further: some results filed as inactive read as strong as hits
M4 ag: CHRM4 agonism in calcium assay. activation, % at 3 µM. actives 0.14% (n = 360,000). AID 624127. CHO-K1 hM4/Gqi5, Fluo-8 calcium fluorescence; vehicle 0%, full acetylcholine response 100%. P08173;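 active means activation above the run mean over all test wells plus 3 SD, cut at about 32% in these data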;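 further: peak over basal fluorescence ratio per well then scaled between controls; 0% = DMSO wells and 100% = acetylcholine at EC100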
CHRM4 antagonist: antagonists of human muscarinic M4 receptor (CHRM4); actives 0.73% (n = 360,000); P08173; inhibition, % at 3 µM; CHO-hM4 cells, ACh EC80, Fluo-8 calcium fluorescence;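 active means inhibition above its plate's cutoff, the mean inhibition of sample wells plus 3 SD, cut at about 27% in these data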;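 further: 0% = acetylcholine EC80 with DMSO and 100% = DMSO without agonist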
CRFR2-BP ag: agonists of human CRF-binding protein/CRF-R2 receptor complex. HEK293 CRF-R2/CRF-BP, calcium dye fluorescence (FLIPR); percent of saturating CRF peptide response. activation, % at 13.2 µM. actives 0.46% (n = 350,000);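 active means activation of at least 50%, plus an integration ratio under a set limit after plate pattern correction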;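 further: plate controls were neutral control wells without compound for no effect and CRF at EC100 for full effect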
CRFR2-BP antag: antagonists of CRF-binding protein/CRF-R2 receptor complex. actives 0.59% (n = 350,000). HEK293 CRF-R2/CRF-BP, CRF-induced calcium fluorescence. inhibition, % at 11.8 µM;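 active means inhibition of the ligand-induced calcium signal above about 50% at the single tested concentration, limit read from the data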
* hit, by the source's call; x = no result given.

SMILES | CHRM5 antagonist | CHRM5 PAM | IDE cell inh | M5 ag | M4 PAM | M4 ag | CHRM4 antagonist | CRFR2-BP ag | CRFR2-BP antag
Clc1cc(Cl)cc(C2=NC(Cc3ccccc3)CO2)c1 (stereo unspecified) | 8 | 1 | 1 | 1 | 8 | 0 | -2 | 1.2 | 10
CC(C)(C)OC(=O)C[C@H]1C/C=C\C[C@H](CC(=O)N(CCO)Cc2ccccc2)C(=O)N[C@H](C(C)(C)C)COC1=O | 14 | -13 | 0 | 3 | -9 | 12 | -3 | -4.0 | -1
CCCCc1c(O)nc(SCC(=O)N2CCCCC2)n(-c2ccccc2C)c1=O | 1 | -3 | 2 | -1 | 6 | 0 | -11 | 0.0 | -3
Cc1nnc(N2C(=O)C(O)=C(C(=O)c3ccco3)C2c2ccc(C(C)(C)C)cc2)s1 (stereo unspecified) | 2 | 0 | 15 | 5 | 1 | 3 | 0 | 40 | -34
COc1ccc(OC)c(NC(=O)Cn2c(CCC(=O)O)ccc2-c2ccc(C)cc2)c1 | 4 | 6 | -1 | 0 | -2 | 1 | -12 | -6.6 | -16
O=C(C1CCC1)N1CCN(c2ccc(Cl)cc2)CC1 | -5 | 8 | x | 8 | 1 | 1 | -9 | -0.1 | 28
CC(C)C1N(C(=O)N2CCOCC2)CCN1S(=O)(=O)c1ccccc1 (stereo unspecified) | -6 | -2 | -6 | -1 | 5 | 0 | -14 | 1.0 | 1
CC(Sc1n[nH]c(-c2ccccc2)n1)C(=O)c1c(N)n(C)c(=O)n(C)c1=O (stereo unspecified) | 0 | -3 | 2 | 0 | 9 | 3 | -3 | 0.0 | 5
COc1ccc(N2CCN(C(=O)CN3C(=O)NC(C)(c4ccc5ccccc5c4)C3=O)CC2)cc1 (stereo unspecified) | -6 | 1 | 0 | 4 | 3 | 12 | -23 | -0.5 | 1
Nc1ccc(Oc2ccc3c(c2)C(=O)N(CC2CCCO2)C3=O)cc1 (stereo unspecified) | 5 | 4 | -5 | 3 | -6 | 1 | 6 | -0.2 | 0
O=C(COC(=O)c1ccc(Br)o1)NCCc1ccccc1 | 7 | -1 | 4 | -7 | 6 | 0 | -4 | -3.0 | 0
Cc1ccccc1Cn1cc(NC(=O)c2cc(-c3ccco3)on2)cn1 | 4 | 4 | -2 | -3 | -1 | 1 | -5 | 0.2 | 1
c1ccc(-n2ncc3c(NCc4ccccn4)ncnc32)cc1 | -4 | -10 | 4 | 3 | 7 | 2 | 4 | 1.2 | -13
COc1ccc(Oc2ccc(/C=C/C(=O)c3cccc(OC)c3)cc2[N+](=O)[O-])cc1 | -12 | 1 | -5 | -3 | 3 | 1 | -14 | 9.4 | 4
CCOC(=O)c1cc(CC)sc1/N=C/C1C(=O)CCCC1=O | -6 | 16 | -4 | 1 | 3 | 0 | -8 | 3.4 | -4
CCN1CCN(S(=O)(=O)c2ccc(Cl)c(C(=O)NCCc3ccccc3)c2)CC1 | 4 | 0 | 6 | -2 | 2 | 4 | -9 | -0.4 | 12
COCCN(C(=O)COC(=O)CCOc1cccc(C)c1)c1c(N)n(Cc2ccccc2)c(=O)[nH]c1=O | 3 | 1 | 10 | 0 | 5 | 0 | -3 | 2.6 | -5
CCCCC(=O)NS(=O)(=O)c1ccc(NS(C)(=O)=O)cc1 | 2 | -2 | 4 | 0 | 11 | 0 | 3 | -1.3 | 9
C[C@@H]1CN([C@H](C)CO)S(=O)(=O)c2ccc(-c3ccc(C#N)cc3)cc2O[C@H]1CN(C)C(=O)Nc1cc(F)ccc1F | 13 | -9 | x | -1 | -2 | 10 | -1 | 3.7 | -21
Cc1ccc(N2C(=O)C3C4C=CC(CNC(=S)N5CCN(c6ccccc6)CC5)(O4)C3C2=O)cc1 (stereo unspecified) | 5 | 5 | -3 | 2 | -15 | 1 | 6 | 0.3 | -2
CCN(CC)/C(Sc1ccccc1)=C(/C(Cl)=C(Cl)Cl)[N+](=O)[O-] | -13 | 6 | 1 | -5 | 14 | 2 | -17 | 1.1 | -5
COc1ccccc1-c1n[nH]c(=S)n1N | -3 | 9 | 1 | 1 | 3 | 1 | 5 | 0.1 | -13
CCN(CC)S(=O)(=O)c1cc(NC(=O)CSCc2c(C)noc2C)ccc1C | 17 | 0 | -1 | 0 | -2 | 8 | 3 | 0.5 | 8
Cc1c(NC(=O)C(C)N2C(=O)C3CCCCC3C2=O)c(=O)n(-c2ccccc2)n1C (stereo unspecified) | 9 | 1 | 4 | 2 | 0 | 1 | -8 | 0.9 | 4
O=C(CC1C[C@H](C(=O)N2CCCCC2)[C@@]2(CCc3ccccc3)c3[nH]c4ccccc4c3CCN2C1=O)NCCCn1ccnc1 (stereo partly specified) | 5 | -1 | -2 | -2 | -2 | 0 | 4 | -1.6 | -27
Cc1ccc(NC(=O)c2cnccn2)cc1 | -19 | 6 | 2 | 3 | 4 | 1 | -3 | 0.5 | 9
Cc1cccc(C)c1NC(=O)C(c1ccccc1OC(F)(F)F)N1CCN(c2ccc(F)cc2)CC1 (stereo unspecified) | -9 | 5 | x | 0 | -2 | -1 | -2 | x | x
CS(=O)(=O)N(CC(=O)Nc1ccc(F)c(F)c1)c1cccc([N+](=O)[O-])c1 | 19 | -13 | 6 | -3 | -3 | 8 | 0 | -0.8 | 7
O=C(CC1CCCCC1)N=C1SC2CS(=O)(=O)CC2N1c1ccccc1 (stereo unspecified) | -10 | 5 | 8 | 1 | -2 | 0 | -6 | 0.8 | -2
CC(=O)Nc1ccc(NC(=O)C2CC(=O)N(c3cccc(Cl)c3)C2)cc1 (stereo unspecified) | 6 | 1 | -4 | -1 | -6 | 1 | 2 | -0.1 | -5
CCN(CC)C(=O)C1=C(C)N(Cc2ccc(C(C)(C)C)cc2)C(=O)C(CC(=O)NC(c2ccccc2)c2ccccc2)C1 (stereo unspecified) | -8 | 1 | x | -1 | -2 | 7 | -17 | -0.8 | 0
O=C(CO)c1c[nH]c2ccccc12 | 1 | 2 | x | 1 | 0 | 2 | -2 | x | x
NS(=O)(=O)c1ccc(NC(=O)c2c(F)cccc2Cl)cc1 | -3 | 4 | -1 | 2 | -12 | 2 | -7 | 0.5 | 8
COc1ccc(C=C2SC(=S)NC2=O)cc1 | 15 | -19 | x | 3 | -6 | 20 | 9 | 0.1 | 1
CC(C)CNC(=O)CSc1ccc(Cl)cc1 | 6 | 3 | 0 | -5 | 12 | -1 | 11 | 0.6 | 2
CCC(=O)N1CCN(c2nnc(-c3ccccc3)c3ccccc23)CC1 | 5 | -3 | -1 | -2 | -5 | 1 | 0 | -1.0 | -2
COc1cc(Cl)ccc1OCc1cc(C(=O)N2CCCC(OC)C2)no1 (stereo unspecified) | 29* | -9 | 5 | -6 | -1 | 3 | 6 | -0.8 | 5
CCOc1cc(C(F)(F)F)cnc1/C(N)=N/O | -4 | 7 | 1 | 4 | -1 | 1 | -5 | -0.8 | -12
CCC(C)N1C(=O)N(c2cccc(Cl)c2)C(C)(O)CC1(C)C (stereo unspecified) | 7 | 3 | 0 | -3 | 5 | -1 | 7 | 4.4 | -4
O=C(COC(=O)CNS(=O)(=O)c1ccc(Br)cc1Cl)NC1CC1 | 6 | -3 | -1 | 3 | 5 | 1 | -10 | -1.2 | 6
CC(=O)Nc1c2c(nn1-c1cccc(C)c1)CSC2 | 10 | -5 | -2 | -6 | 2 | 0 | 2 | -0.8 | 3
CCCCN(C(=O)CSc1nnc2ccccn12)c1c(N)n(Cc2ccccc2)c(=O)[nH]c1=O | -5 | 6 | 0 | 0 | 2 | 1 | -3 | -2.0 | 4
N#C/C(=C(\O)CCl)c1nnc2n1CCCCC2 | 6 | -3 | -1 | -1 | -4 | 1 | 6 | -0.2 | 5
Cc1cc2nc(C)n(CCCN)c2cc1C | 3 | 4 | -9 | -1 | -4 | 0 | 10 | 0.2 | 54*
COc1cc(C(=O)OCCN2CCOCC2)cc(OC)c1OC | 7 | 2 | -2 | -1 | 7 | 1 | 2 | -1.3 | 4
CCOC(=O)c1c(NC(=O)CSc2nnnn2C)sc(CC)c1C | -4 | 4 | -2 | -1 | 6 | -2 | 0 | -0.4 | 24
CCc1ccc(NC(=O)C(C)n2nc(C)c([N+](=O)[O-])c2C)cc1 (stereo unspecified) | 4 | 2 | 4 | -6 | 10 | 2 | -19 | -2.2 | -10
COc1ccc(-c2nc3ccc(N4CCN(C)CC4)cc3c(=O)[nH]2)cc1 | -12 | -12 | -3 | -3 | -1 | 1 | -3 | 0.4 | 0
COCCn1cnc2c(c1=O)c1nc3ccccc3nc1n2/N=C/c1cccc(OC)c1 | 12 | -2 | 4 | 0 | 0 | 1 | 1 | -0.5 | 57*
Cc1ccc(N(Cc2cc3ccc(C)cc3[nH]c2=O)S(=O)(=O)c2ccccc2)cc1 | 11 | -1 | -3 | -3 | 2 | 0 | 5 | 5.6 | -22
The results go on.
SMILES | CHRM5 antagonist | CHRM5 PAM | IDE cell inh | M5 ag | M4 PAM | M4 ag | CHRM4 antagonist | CRFR2-BP ag | CRFR2-BP antag
O=C(c1cccs1)c1c[nH]cc1-c1ccccc1 | 6 | 11 | -2 | -7 | 10 | 1 | -1 | -0.8 | 20
Cn1cccc1-c1cc(C(=O)O)[nH]n1 | -3 | 7 | -3 | -1 | -2 | 0 | -1 | 0.8 | 15
C#CCNC(=O)C1=C[C@@H](c2ccc(C(F)(F)F)cc2)C[C@@H](OCCCCO)O1 | 20 | -4 | 1 | -4 | 3 | 1 | -5 | 0.0 | -32
NC(=O)CC1Nc2cccc3cccc(c23)NC1=O (stereo unspecified) | 3 | 1 | -5 | -3 | -3 | 0 | 6 | -0.1 | 16
CCn1c(Cn2nnc(-c3ccccc3)n2)nnc1SCC(=O)Nc1cccc(C(C)=O)c1 | -4 | -6 | -4 | 4 | -9 | 6 | 8 | -2.0 | 14
Fc1cccc(Cl)c1CSc1ccc(-c2cccnc2)nn1 | -5 | 10 | -2 | -13 | -2 | -1 | -8 | -0.5 | 10
CCN(C(=O)COC(=O)/C=C/c1ccc(OC(F)F)c(OC)c1)C1CCS(=O)(=O)C1 (stereo unspecified) | 11 | -1 | -2 | 2 | 0 | 1 | 6 | -1.6 | -9
CN(CC(=O)NC(=O)Nc1ccccc1F)Cc1ccccc1 | 12 | -7 | x | 0 | 1 | 5 | -3 | -2.8 | 10
O=C(CSc1nc(O)c(-c2ccccc2)c(=O)[nH]1)N1CCOCC1 | 2 | 3 | -1 | 3 | 7 | 3 | 4 | -0.6 | 2
COc1cccc(CNC(=O)CN2C(=O)COc3ccc(S(=O)(=O)N4CCOCC4)cc32)c1 | 12 | 0 | 0 | -4 | 2 | 1 | -6 | -0.8 | -6

Results in CHRM5 antagonist, for 3 of the compounds above:
Molecule,CHRM5 antagonist
CCN(C(=O)COC(=O)/C=C/c1ccc(OC(F)F)c(OC)c1)C1CCS(=O)(=O)C1 (stereo unspecified),11
Fc1cccc(Cl)c1CSc1ccc(-c2cccnc2)nn1,-5
C#CCNC(=O)C1=C[C@@H](c2ccc(C(F)(F)F)cc2)C[C@@H](OCCCCO)O1,20

Screens from PubChem.

Outcome played no part in choosing rows; 2.9% or so of the library scored in one or more.
